# HIF activator = HIF pathway transcriptional activation; U2OS HRE-luciferase reporter, luminescence; normalized: DMSO 0%, desferrioxamine 100%; activation, % at 7.5 µM (by protocol); actives 0.32% (n = 300,000); AID 1910;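 active means mean activation of at least 10% of the iron chelator positive control signal, with at least half of replicates also reaching 10%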
# MrgX1 allo act = allosterically activates human MrgX1 receptor signaling; MrgX1-HEK293, Fluo-4 calcium flux, FDSS; active compounds read high; Q96LB2; actives 0.63% (n = 310,000); B-score at 10 µM;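 active means plate-corrected calcium response at least 3 library SD above typical, normal starting fluorescence, not activating the receptor alone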;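 further: compound read alongside a low EC10 to EC30 dose of BAM8-22 agonist; peak minus trough fluorescence over baseline measured at the second addition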
# AI-2 QS modul = Vibrio harveyi AI-2 quorum sensing modulation. Vibrio harveyi JMH597 AI-2 luminescence/OD600 ratio, 9 h; active compounds read low; strain lacks LuxN and CqsS sensors; 0 = neutral-control median. activity change, % at 7.5 µM. actives 0.4% (n = 300,000). AID 2094; in the data active means activity change below about -75%, passing the limit was not always enough;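 further: luminescence divided by OD600 gain over 9 h not by final OD600 alone; inactives centre near 13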
# TRPC6 act = activators of mouse TRPC6 channel; HEK293-TRPC6 membrane potential dye fluorescence; active compounds read high; B-score at 10 µM; actives 0.13% (n = 310,000); AID 2550;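 active means B-score of the integrated fluorescence ratio above library mean plus 3 SD, and starting fluorescence ratio within library mean plus 5 SD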;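 further: higher score means more depolarization so channel activation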
# MrgX1 antag = human MrgX1 receptor antagonism, primary screen. MRGX1-HEK293 calcium flux, Fluo-4, BAM8-22 antagonism; active compounds read low. B-score at 10 µM. actives 1.3% (n = 310,000);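 active means calcium-response B-score plate-corrected more than 3 library SD below zero, starting fluorescence within 5 deviations, no agonist response on first addition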;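 further: peak minus trough fluorescence over baseline after final BAM8-22 challenge near maximal dose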
# MrgX1 ag = human MrgX1 receptor agonism, primary screen; actives 0.44% (n = 310,000); B-score at 10 µM; AID 588627; Q96LB2; MrgX1-HEK293 cells, Fluo-4 calcium fluorescence, agonist mode; active compounds read high;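 active means calcium response B-score plate-corrected fluorescence ratio at least 3 library SD, with starting fluorescence B-score inside 5 SD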
#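 Test system: Stable human MrgX1 HEK293 cell line | Schedule: Overnight plating before 1 h dye loading | Read-out basis: Baseline-normalised fluorescence change ratio, B-scored | Detection: Kinetic calcium dye fluorescence, Fluo-4 NW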
# TRPC4 act = opens the mouse TRPC4 cation channel; AID 2237; actives 0.49% (n = 310,000); B-score at 10 µM; HEK293 TRPC4beta/mu-opioid, Fluo4 calcium fluorescence; active compounds read high; Q9QUQ5;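 active means B-score above 5 SD of library B-scores, and initial fluorescence ratio not above library mean plus 5 SD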;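 further: positive B-score marks a calcium rise read as TRPC4 activation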
# Target sequence (Q9QUQ5 whole entry, looked up): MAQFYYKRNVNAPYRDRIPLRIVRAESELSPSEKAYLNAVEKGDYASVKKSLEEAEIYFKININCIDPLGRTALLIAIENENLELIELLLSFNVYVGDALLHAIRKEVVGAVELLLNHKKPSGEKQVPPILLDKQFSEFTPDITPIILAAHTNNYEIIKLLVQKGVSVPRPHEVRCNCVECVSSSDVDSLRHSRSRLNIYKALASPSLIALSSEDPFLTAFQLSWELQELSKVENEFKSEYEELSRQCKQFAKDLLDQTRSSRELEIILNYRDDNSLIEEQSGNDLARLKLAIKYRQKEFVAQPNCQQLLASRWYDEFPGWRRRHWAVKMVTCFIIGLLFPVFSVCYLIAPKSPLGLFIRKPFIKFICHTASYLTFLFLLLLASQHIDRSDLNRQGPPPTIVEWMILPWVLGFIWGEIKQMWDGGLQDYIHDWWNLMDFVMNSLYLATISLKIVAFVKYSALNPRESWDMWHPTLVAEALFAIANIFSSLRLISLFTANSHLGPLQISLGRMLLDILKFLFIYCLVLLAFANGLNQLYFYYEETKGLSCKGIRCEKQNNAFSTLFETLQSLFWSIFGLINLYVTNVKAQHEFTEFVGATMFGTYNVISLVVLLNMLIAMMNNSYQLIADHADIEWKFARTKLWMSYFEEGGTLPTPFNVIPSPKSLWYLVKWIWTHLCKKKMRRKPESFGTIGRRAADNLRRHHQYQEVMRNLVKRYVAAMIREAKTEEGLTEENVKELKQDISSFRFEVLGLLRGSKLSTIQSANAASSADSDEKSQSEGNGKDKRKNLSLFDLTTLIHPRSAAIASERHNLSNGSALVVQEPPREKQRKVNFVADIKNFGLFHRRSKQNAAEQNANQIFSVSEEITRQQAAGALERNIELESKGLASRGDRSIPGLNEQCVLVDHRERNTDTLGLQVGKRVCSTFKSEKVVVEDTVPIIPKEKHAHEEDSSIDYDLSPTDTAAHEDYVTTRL
#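 Assay system: HEK293 stable line with TRPC4beta plus mu-opioid receptor; schedule: 45 min room-temperature Fluo4 loading, 110 s read; technique: kinetic Fluo4 calcium fluorescence; evaluation: integrated baseline-normalised fluorescence ratio, converted to per-well B score; controls: buffer (low) and maximal DAMGO (high)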
# TRPC6 inh = inhibitors of mouse TRPC6 channel | Q61143 | HEK293-TRPC6, membrane potential dye, ACh-evoked depolarization; active compounds read low | B-score at 10 µM | actives 1.1% (n = 310,000) | AID 2553;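 active means B-score under library mean minus 3 SD, initial fluorescence not abnormally high, positive integrated signal ratio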;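 further: B-score derived from integrated fluorescence ratio over the kinetic read; more negative B-score means stronger inhibition of depolarization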
# TRPC4 inh = TRPC4 (mouse) channel inhibition; actives 0.39% (n = 300,000); B-score at 10 µM; AID 2247; Q9QUQ5; HEK293 TRPC4beta/mu-opioid, DAMGO-evoked Fluo4 calcium flux; active compounds read low;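 active means B-score over 3 SD under the library average, no early fluorescence shift, positive overall ratio signal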
#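 Test system – stable TRPC4beta/mu-opioid receptor HEK293 cells · Probe or stimulus – DAMGO, a submaximal dose followed by a maximal one · Dosing – one concentration per compound · Signal – Fluo4 calcium fluorescence by kinetic imaging, 5 s 1 Hz baseline · Evaluation – per-well B score of integrated baseline-normalized Fluo4 ratio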
# TRPC4 PAM = allosteric potentiators of mouse TRPC4 channel; AID 2227; HEK293 TRPC4beta/mu-opioid, DAMGO EC20, Fluo-4 Ca2+ flux; active compounds read high; actives 0.42% (n = 310,000); B-score at 10 µM;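 active means B-score of calcium response area above 5 SD of library B-scores, with initial fluorescence ratio within 5 SD of library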;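 further: B-score of integrated fluorescence ratio over time as area under calcium response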
# PolyA inh = yeast polyadenylation inhibition | AID 1875 | calls only at 12 µM | S. cerevisiae SKY197-pL101 polyadenylation reporter, beta-gal luminescence; efflux-impaired pdr1/pdr3 knockout yeast; score 100 = 6 SD above DMSO | actives 0.02% (n = 300,000);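 active means lowest replicate activity score at least 50, where 100 means six control SD above control mean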;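 further: yeast exposed to compound for 9 h at 30 °C; higher score means more reporter readthrough which indicates perturbed polyadenylation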
# * hit, by the source's call; i = inactive; . = no result given. Not all compounds are listed (hit frequency here may not be typical).
canonical_smiles,HIF activator,MrgX1 allo act,AI-2 QS modul,TRPC6 act,MrgX1 antag,MrgX1 ag,TRPC4 act,TRPC6 inh,TRPC4 inh,TRPC4 PAM,PolyA inh
CCN(CC)S(=O)(=O)c1ccc(-c2nnc(SCC(=O)Nc3cc(OC)cc(OC)c3)o2)cc1,0.0,i,5.6,i,-4.61*,i,i,i,i,i,i
O=S(=O)(c1cc(Cl)ccc1Cl)n1cccn1,-0.8,i,17.9,i,i,i,i,i,i,i,i
CC(=O)Nc1cccc(NC(=O)c2cc(-c3ccccn3)nc3ccc(Cl)cc23)c1,-1.1,i,15.7,i,i,i,i,i,i,i,i
Cc1ccc(OCC(=O)NNC(=O)[C@@H]2CCCC[C@@H]2C(=O)O)c(Br)c1,.,i,13.0,i,i,i,i,i,i,i,.
CCc1nccn1CCC(=O)NC1CC(C)(C)Cc2c1cnn2-c1ccc(OC)cc1 (stereo not drawn),-0.3,i,17.7,i,i,i,i,i,i,i,i
CCc1ccc(C(=O)OCC(=O)N(CCOC)c2c(N)n(Cc3ccccc3)c(=O)[nH]c2=O)cc1,0.8,i,-3.7,i,i,i,i,i,i,i,i
Cc1ccc2c(c1)N(C(=O)CCC(=O)N1CCN(c3ccccn3)CC1)CCO2,0.0,i,23.5,i,i,i,i,i,i,i,i
CC1Cc2cc(S(=O)(=O)CCC(=O)N3CCN(c4ccccc4)CC3)ccc2N1C(=O)C1CC1 (stereo not drawn),1.8,i,17.8,i,i,i,i,i,i,i,i
Nc1nnc(SCC(=O)OCC(=O)NC2CCCCC2)s1,-0.2,i,31.3,i,i,i,i,i,i,i,i
N/C(Cc1ccc(Cl)cc1Cl)=N\OC(=O)c1ccccc1,0.2,i,-17.4,i,i,i,i,i,i,i,i
O=C1[C@H]2[C@@H](c3ccc(Cl)cc3)N3C(=O)N(c4cccc(F)c4)C(=O)[C@@]3(Cc3ccccc3)[C@H]2C(=O)N1C1CCCCC1,0.1,i,25.5,i,i,i,i,i,i,i,i
Cc1onc(-c2ccccc2Cl)c1C(=O)OCN1C(=O)c2ccccc2C1=O,0.0,i,1.8,i,i,i,i,i,i,i,i
CC(O)c1nc2ccccc2n1CC(=O)Nc1ccc(F)cc1Cl (stereo not drawn),-0.2,i,26.5,i,i,i,i,i,i,i,i
C#CCNC(=O)C1=C[C@@H](c2ccc(Br)cc2)[C@H](CCCO)[C@@H](OCC)O1,0.3,i,8.4,i,i,i,i,i,.,i,i
O=C(CCN1CCc2ccccc2C1)Nc1ccccc1,-0.4,i,26.3,i,i,i,i,i,i,i,i
COCCn1c(SCC(=O)NCc2cccs2)nnc1-c1ccc(OC)cc1,0.0,i,22.2,i,i,i,i,i,i,i,i
CC1CCCC(C)N1C(=S)NCc1ccco1 (stereo not drawn),0.6,i,20.2,i,i,i,i,i,i,i,i
Cc1cc(NCCN(C)C)n2nc(-c3cccs3)cc2n1,0.0,i,-2.9,i,i,i,i,-6.8*,i,i,i
ClC1=C(Cl)C(Cl)=C(Cl)C1=C/C=C/c1ccccc1,-0.5,i,14.5,i,i,i,i,i,i,i,i
CCC/S(C)=N/S(=O)(=O)c1ccc(C)cc1 (stereo not drawn),0.1,i,9.2,i,i,i,i,i,i,i,i
CC(C)(C)c1ccc(S(=O)(=O)N2CCC(O)(c3ccc(Cl)cc3)CC2)cc1,-0.2,i,35.9,i,i,i,i,i,i,i,i
COc1ccc(-n2nc(C(=O)NCC(=O)NCCCN3CCOCC3)c3ccccc3c2=O)c(OC)c1,-0.1,i,13.6,i,i,i,i,i,i,i,i
Cc1ccc(C(=O)N/N=C/c2ccoc2)cc1C,-0.2,i,12.5,i,i,i,i,i,i,i,i
Cc1ccccc1C(=O)Nc1nnc(S(=O)(=O)N2CCCCC2)s1,-0.4,i,29.2,i,i,i,i,i,i,i,i
COc1ccc(C(=O)Nc2ccc(CN3CCOCC3)cc2)cc1,2.0,i,0.0,i,i,i,i,i,i,i,i
Cc1ccc(NC(=S)N2CCN(S(=O)(=O)c3ccccc3)CC2)cc1C,.,i,38.4,i,i,i,i,i,i,i,.
Cn1nccc1NC(=O)Nc1ccc(OC(F)(F)F)cc1,0.1,i,9.7,i,i,i,i,i,i,i,i
O=C(NCC(c1ccco1)N1CCCCC1)c1ccc2c(c1)S(=O)(=O)c1ccccc1C2=O (stereo not drawn),-1.0,i,5.1,i,i,i,i,i,i,i,i
CC(C)C(c1nnnn1C1CCCC1)N1CCOCC1 (stereo not drawn),-0.3,i,-7.5,i,i,i,i,i,i,i,i
Cc1ccc(-n2cnc3scc(-c4cccs4)c3c2=O)cc1,-0.1,i,9.9,i,i,i,i,i,i,i,i

# The results go on:
canonical_smiles,HIF activator,MrgX1 allo act,AI-2 QS modul,TRPC6 act,MrgX1 antag,MrgX1 ag,TRPC4 act,TRPC6 inh,TRPC4 inh,TRPC4 PAM,PolyA inh
O=C(N/N=C/c1ccc([N+](=O)[O-])cc1)c1cc(C2CC2)[nH]n1,0.0,i,33.8,i,i,i,i,i,i,i,i
CC1=CC(=O)N(c2cccc(C(F)(F)F)c2)C1c1ccc(Cl)cc1 (stereo not drawn),-0.5,i,12.8,i,i,i,i,i,i,i,i
COc1ccc(OC)c(C2C(C#N)=C(N)N(N(C)C)C3=C2C(=O)CC(C)(C)C3)c1 (stereo not drawn),-2.3,i,20.8,i,i,i,i,i,i,i,i
Cc1occc1C(=O)N1CCCc2ccccc21,-0.1,i,8.7,i,i,i,i,i,i,i,i
CCCc1cc(C(=O)NNC(=S)NC2CCCCC2)cs1,0.7,i,14.9,i,i,i,i,i,i,i,i
Cc1cc(C)cc(N2C(=O)CC(N(C(=O)c3ccco3)c3cc(C)cc(C)c3)C2=O)c1 (stereo not drawn),0.0,i,12.3,i,i,i,i,i,i,i,i
Cc1nnsc1C(=O)Nc1ccccc1,-1.0,i,-3.8,i,i,i,i,i,i,i,i
COc1ccc(/C=N/NC(=O)c2ccccc2O)cc1Cn1nnc2ccccc21,0.0,i,32.9,i,i,i,i,i,i,i,.
COc1ccc(S(=O)(=O)n2cccc2)c(OC)c1,0.0,i,10.3,i,i,i,i,i,i,i,i
Cc1c(C(=O)C(=O)NCC2CCCO2)c2ccccc2n1C (stereo not drawn),0.0,i,-15.0,i,i,i,i,i,i,i,i
C=CCOc1ccccc1CNc1ccc2[nH]c(=O)[nH]c2c1,-0.6,i,0.0,i,i,i,i,i,i,i,i
CCCCNC(=O)c1ccc2c(c1)S(=O)(=O)c1ccccc1C2=O,0.0,i,18.4,i,i,i,i,i,i,i,i
C(=N\NC1=NCCN1)/c1ccncc1,-0.3,i,7.4,i,i,i,i,i,i,i,i
CC(NC(=O)c1ccc(F)cc1)c1ccc2c(c1)CCCC2 (stereo not drawn),-0.6,i,-2.1,i,i,i,i,-6.12*,i,i,i
COc1ccc(NS(=O)(=O)/C=C/c2ccc(OC)c(OC)c2)cc1,-0.1,i,1.6,i,i,i,i,i,i,i,i
COc1ccccc1NC(=O)c1ccc(CSc2ccccc2)o1,-0.5,i,-5.9,i,i,i,i,i,i,i,i
CN(C)CCCNCCCNC(=O)c1ccccn1,0.2,i,37.1,i,i,i,i,i,i,i,i
Cc1cccc(NC(=O)CSc2nc(N)c(NC(=O)c3cccs3)c(=O)[nH]2)c1C,-0.2,i,18.1,i,i,i,i,i,i,i,i
O=S(=O)(Nc1cccc(-c2nc3cccnc3s2)c1)c1ccc2c(c1)OCCO2,0.0,i,17.4,i,i,i,i,i,i,i,i
CCOc1ccc(N(CC(=O)N2CCN(c3ccccc3OC)CC2)S(=O)(=O)c2ccc(C)cc2)cc1,-0.5,.,10.1,i,.,.,i,i,i,i,i
O=C(Nc1ccc(Oc2ccccc2)cc1)C1CC1,0.0,i,-87.2*,i,i,i,i,i,i,i,i
COC(=O)c1ccc(NC(C)C(=O)OC)c([N+](=O)[O-])c1 (stereo not drawn),0.9,i,18.0,i,i,i,i,i,i,i,i
O=C(C1CCN(S(=O)(=O)c2ccc(Br)s2)CC1)N1CCN(c2ccccc2)CC1,0.4,i,9.1,i,i,i,i,i,i,i,i
CCN(Cc1ccncc1)C(=S)Nc1ccccc1,-0.1,i,5.0,i,i,i,i,i,i,i,i
O=C(Nc1ccc(N2C(=O)C3CCCCC3C2=O)cc1Cl)c1cccs1 (stereo not drawn),1.2,i,20.8,i,i,i,i,i,i,i,i
O=c1oc(/C=C/c2ccccc2)nc2sc3c(c12)CCC3,-0.4,i,-7.4,i,i,i,i,i,i,i,i
CCOc1ccc(N(C)S(=O)(=O)c2c[nH]c(C(=O)OC)c2)cc1,-2.1,i,16.3,i,i,i,i,i,i,i,i
CC(C)NC(=O)COc1ccc(Cl)cc1Cl,0.6,i,17.0,i,i,i,i,i,i,i,i
CC(=O)N1c2ccc(S(=O)(=O)N3CCCC3C(=O)NCc3ccc(Cl)cc3)cc2CC1C (stereo not drawn),-0.5,i,31.4,i,i,i,i,i,i,i,i
COc1ccc(/C=C/C(=O)Nc2ccccc2)cc1S(=O)(=O)N1CCOCC1,-0.2,i,9.6,i,i,i,i,i,i,i,i

# (next part)
canonical_smiles,HIF activator,MrgX1 allo act,AI-2 QS modul,TRPC6 act,MrgX1 antag,MrgX1 ag,TRPC4 act,TRPC6 inh,TRPC4 inh,TRPC4 PAM,PolyA inh
COc1cccc(CNC(=O)CCC2CCCN(C3CCOCC3)C2)c1 (stereo not drawn),0.0,i,-4.0,i,i,i,i,i,i,i,i
O=C(CN1C(=O)c2ccccc2C1=O)Nc1ccc(-c2nc3ccccc3o2)cc1,1.4,i,-91.6*,i,i,i,i,i,i,i,i
CCOc1ccc(N2C(=O)/C(=C\c3ccc(O)c(OC)c3)S(=O)(=O)C2c2cccc([N+](=O)[O-])c2)cc1 (stereo not drawn),-0.7,i,10.4,i,i,i,i,i,i,i,i
Cc1nnsc1Sc1ccccc1,0.1,i,21.7,i,i,i,i,i,i,i,i
COc1ccc(NC(=O)NCc2cccnc2)c(OC)c1,0.2,i,12.5,i,i,i,i,i,i,i,i
CCOC(=O)c1sc2nc(C)nc(NCc3ccc(Cl)cc3)c2c1C,0.7,i,8.9,i,i,i,i,i,i,i,i

# Compound activity from PubChem.
